Screening data as filed in PubChem.
VLA-4 antagonist = blocks LDV-FITC ligand binding to Mn2+-activated human VLA-4 integrin; inhibition, % at 10 µM (by protocol); AID 529; P13612; hit rate 0.2% among 24,000; Jurkat cells, LDV-FITC binding with Mn2+, flow cytometry; 100% = Mn2+-driven binding gain fully reversed;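 active = inhibition above 50%; inconclusive = compound itself fluorescent, judged against control cell fluorescence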;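 note: 0% = Mn2+ stimulated cells lacking compound and 100% = ligand binding without Mn2+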
Target sequence (P13612 whole entry, looked up): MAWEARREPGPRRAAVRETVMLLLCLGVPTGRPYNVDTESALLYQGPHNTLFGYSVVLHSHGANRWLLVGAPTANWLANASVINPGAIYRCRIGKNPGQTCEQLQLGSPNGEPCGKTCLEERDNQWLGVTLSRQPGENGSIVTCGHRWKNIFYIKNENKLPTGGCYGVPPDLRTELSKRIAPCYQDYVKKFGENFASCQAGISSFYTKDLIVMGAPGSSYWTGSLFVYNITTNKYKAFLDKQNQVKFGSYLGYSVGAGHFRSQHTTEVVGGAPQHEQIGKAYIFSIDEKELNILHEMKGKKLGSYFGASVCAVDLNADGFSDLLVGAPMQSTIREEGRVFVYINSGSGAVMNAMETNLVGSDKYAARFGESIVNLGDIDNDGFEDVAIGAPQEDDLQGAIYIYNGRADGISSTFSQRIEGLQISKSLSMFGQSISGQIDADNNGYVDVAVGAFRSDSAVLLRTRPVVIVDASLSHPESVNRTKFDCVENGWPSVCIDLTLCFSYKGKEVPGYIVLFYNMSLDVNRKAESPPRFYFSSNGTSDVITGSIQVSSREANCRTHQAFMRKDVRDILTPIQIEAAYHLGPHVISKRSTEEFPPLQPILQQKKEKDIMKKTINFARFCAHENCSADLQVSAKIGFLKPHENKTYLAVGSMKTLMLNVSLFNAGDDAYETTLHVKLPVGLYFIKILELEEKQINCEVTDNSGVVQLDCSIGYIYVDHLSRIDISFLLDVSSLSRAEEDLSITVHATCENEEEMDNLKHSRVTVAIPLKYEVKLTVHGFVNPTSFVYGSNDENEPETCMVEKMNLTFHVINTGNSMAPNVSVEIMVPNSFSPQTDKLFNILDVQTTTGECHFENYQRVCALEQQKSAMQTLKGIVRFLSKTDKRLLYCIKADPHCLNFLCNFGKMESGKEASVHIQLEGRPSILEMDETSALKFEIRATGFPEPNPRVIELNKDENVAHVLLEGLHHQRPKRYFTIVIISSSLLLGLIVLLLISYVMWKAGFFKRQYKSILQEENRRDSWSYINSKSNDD
Autofluor Jurkat = counter-screen for VLA-4 integrin: compound autofluorescence in Jurkat cells. fluorescence ratio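 (tested at 10 µM compound in the well)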. hit rate 0.61% among 24,000. flow cytometry; active compounds read high; 1 = vehicle-only cell background;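 active = fluorescence ratio above 2.44, which is 1 plus 3 SD of all ratios; inconclusive = signal too bright to measure linearly, ratio around 10 or more; inactive = fluorescence ratio below 2.44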;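 note: green fluorescence of cells measured with 488 nm excitation and 530 nm emission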
VLA-4 agonist = allosterically activates the human VLA-4 integrin; P13612; Jurkat cells, LDV-FITC binding, flow cytometry; activation, % at 10 µM (by protocol); 24,000 tested, under 10 active; AID 528;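 active = fluorescent ligand binding to cells raised by more than 40% of the manganese-induced maximum; inconclusive = compound's own fluorescence above 85% of the ligand control signal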;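 note: 0% = ligand binding without compound and 100% = manganese-stimulated maximal binding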
Prostate diff = LNCaP prostate cell differentiation activation; hit rate 0.56% among 24,000; flow cytometry side scatter, 4 d; AID 795; side scatter shift, % at 10 µM;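 active = side scatter shift above 30%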;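 note: androgen-responsive LNCaP prostate cancer cells in charcoal-stripped serum medium; percent of cells past a gate set so DMSO wells show 10% shift; higher shift means more granular cells and more differentiation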
Starred values were filed as active, the others as inactive; u = inconclusive; x = no result given.

SMILES	VLA-4 antagonist	Autofluor Jurkat	VLA-4 agonist	Prostate diff
COc1ccccc1-n1c(SCC(=O)Nc2ccc3c(c2)OCO3)nc2c(c1=O)SCC2	6	1.1	-5	14
CCOC(=O)C1C(=O)OC(C)(C)C1C(C)C(=O)c1ccc(OC)cc1 (stereo not drawn)	-10	0.99	-1	17
O=c1cc(N2CCC3(CC2)OCCO3)[nH]c(=O)n1-c1ccc(Cl)cc1	-17	0.95	6	11
CCc1ccccc1S(=O)(=O)Cc1ccc(C(=O)N2CCN(c3ccccn3)CC2)o1	u	1.1	u	6
Cc1ccc(CS(=O)(=O)Cc2ccc(C(=O)NCc3cccnc3)o2)cc1	-27	0.98	3	13
O=C(CNS(=O)(=O)c1ccccc1)NCc1ccccn1	-7	1	-2	12
CCOC(=O)N1CCN(C(=O)c2cc(-c3ccc(OCC)cc3)nc3ccccc23)CC1	-38	0.96	6	16
COCCNC(=O)c1cc(-c2cccs2)on1	-1	0.99	-1	17
COc1cccc(-c2cc(C(F)(F)F)nc(N3CCCCC3)n2)c1	8	1.1	-1	11
CC(C)Cn1c(N)c(C(=O)COC(=O)c2ccc3c(c2)OCCO3)c(=O)n(C)c1=O	15	1.1	1	14
Fc1cccc(CSc2nc3ccncc3[nH]2)c1	-13	1.1	0	10
CCCOc1ccc(C(CC(=O)O)NC(=O)c2ccc3c(c2)OCO3)cc1 (stereo not drawn)	88*	1	-9	22
O=C(CCn1c(=O)sc2ccccc21)NCCCn1ccnc1	-14	1	3	9
CC1CCCN(C(=O)C2c3ccccc3C(=O)N3CCc4ccccc4C23)C1 (stereo not drawn)	25	0.91	3	5
CC(=O)c1ccc(OCC(=O)NC2CCS(=O)(=O)C2)cc1 (stereo not drawn)	-8	1	0	11
CC(C)Oc1ccc(C(CC(=O)O)NC(=O)CSc2ncn[nH]2)cc1 (stereo not drawn)	13	0.97	0	4
CCCCCOC(=O)NCCOC(=O)Nc1ccc(C(=O)OCC)cc1	20	0.96	0	6
CCN1CCN(c2cc(C)c3cc(NC(=O)c4ccc5c(c4)OCO5)ccc3n2)CC1	8	0.95	4	4
CCN(CC)C(=O)c1cn(CC)c(=O)c2cc(OC)c(OC)cc12	-9	0.96	3	4
COc1ccc(-c2cc(C(F)(F)F)nc(N3CCCCCC3)n2)cc1	-21	1.1	2	10
Cn1c(=O)c2c(nc(CN3CCc4ccccc4C3)n2Cc2cccc(Cl)c2)n(C)c1=O	1	1.2	0	5
CCCc1nnc(NC(=O)CCC(=O)O)s1	-19	1.1	6	9
COc1ccccc1-c1cc(C(=O)NCc2ccco2)no1	28	1.1	-3	10
CCOc1ccc(-n2c(SCC(=O)NC(C)CC)nc3n[nH]c(C)c3c2=N)cc1 (stereo not drawn)	-13	1.1	0	10
O=C(c1ccco1)N1CCN(C2=NS(=O)(=O)c3ccccc32)CC1	-25	0.9	9	8
Cc1cccc(NC(=O)C2CCN(S(=O)(=O)c3cccc4nsnc34)CC2)n1	4	1.1	1	9
O=C(CN1CCN(CC(=O)Nc2ccccc2Cl)CC1)Nc1ccc2c(c1)OCCO2	4	0.96	4	3
COc1ccc(-n2c(=O)c3c4c(sc3n3c(C)nnc23)CCCC4)cc1	0	1.1	3	2
CCn1c2ccccc2c2cc(N)ccc21	u	3.4*	u	4
COCCn1nnnc1C(C(C)C)N(Cc1cccnc1)Cc1ccccc1Cl (stereo not drawn)	-4	0.93	-1	11
CCCS(=O)(=O)N1CCC(C(=O)NCCCN(C)Cc2ccccc2)CC1	-10	1.1	0	7
COc1ccc(CCNC(=O)CCN2C(=O)C(C)Oc3ccc(C)cc32)cc1OC (stereo not drawn)	-13	1.1	5	7
O=C(NC(NC1CCS(=O)(=O)C1)C(=O)c1ccccc1)c1ccc(Cl)cc1 (stereo not drawn)	-2	1	2	8
CCn1c(SCC(=O)Nc2ccc(Cl)cc2)nnc1C1CC1	-2	0.98	2	6
COc1ccc(C2C(C(=O)N3CCN(c4ccccn4)CC3)CC(=O)N2c2ccc(OC)cc2)cc1 (stereo not drawn)	u	1.1	u	3
CCOC(=O)N1CCN(C(=O)c2cccc(-n3c(=S)[nH]c4cc(Cl)ccc4c3=O)c2)CC1	-1	1.1	0	0
CCOc1ccc2nc(SCC(=O)N3CCCCCC3)c(C#N)cc2c1	-2	1.4	-4	6
COc1cccc(NC(=O)c2oc3ccccc3c2NC(C)=O)c1	-3	1.1	2	12
Cc1ccccc1S(=O)(=O)NC1OC(=O)C(Cl)=C1Cl (stereo not drawn)	-20	1.1	2	4
Cc1cc(NC(=O)CCC(=O)N(CC(=O)NC2CCCC2)Cc2ccc(F)cc2)no1	-20	1	6	7
COc1ccc(CCNC(=O)C2CCN(S(=O)(=O)c3c(C)noc3C)CC2)cc1OC	5	1.2	-12	9
Cc1csc(NC(=O)CCn2c(=O)oc3ccccc32)n1	-3	0.95	-1	6
COc1ccccc1NC(=O)C1=C(C)Nc2nnnn2C1c1cc(Br)ccc1OC (stereo not drawn)	-8	1.1	-2	12
COc1cccc(CNC(=O)C2CCN(S(=O)(=O)N3CC(C)CC(C)C3)CC2)c1 (stereo not drawn)	-8	0.99	2	6
C=CCN(C1CCCCC1)S(=O)(=O)c1ccc2c(c1)oc(=O)n2C	u	2.4	u	13
Cc1cccc(N(C)c2cc(C)nc3ncnn23)c1	-5	1.1	0	7
O=C(c1ccccc1-c1nc(-c2ccccc2)no1)N1CCCC1	-8	1	12	13
CCOC(=O)N1CCC(N2C(=O)c3ccccc3C2Nc2cc(C(=O)OC)cc(C(=O)OC)c2)CC1 (stereo not drawn)	-3	1.1	-6	5
Cc1occc1C(=O)N1CCN(Cc2ccccc2)CC1	-26	0.93	8	8
C=CCNS(=O)(=O)c1cccc2cc(C(=O)O)c(O)cc12	5	1	3	9
Cc1oc(-c2ccccc2Cl)nc1CSCC(=O)NC1CC1	-6	1.1	0	19
Cc1cc(Nc2ccc(F)cc2F)n2ncnc2n1	u	1.3	u	7
CCCn1c(NC(=O)C2COc3ccccc3O2)nc2ccccc21 (stereo not drawn)	-3	0.97	-2	1
CC1(C)Cc2c(C#N)c(SCCC#N)nc(N3CCOCC3)c2CS1	0	1	-2	5
CSc1oc(-c2ccccc2)nc1S(=O)(=O)c1ccc(F)cc1	14	1	-8	20
COc1cc(OC)c(NC(=O)CCc2nc(-c3ccc(C)cc3)no2)cc1Cl	u	1.2	u	4
COc1cccc(-c2csc3nc[nH]c(=O)c23)c1	-11	1.1	-8	9
CN(C)C(=O)Oc1ccc[n+](C)c1	-3	1	-6	3
CCn1c(=O)n(CC(=O)N(C)Cc2ccccc2)c(=O)c2ccccc21	-15	1.1	2	6
COC(=O)CN(c1ccc(OC)cc1)S(=O)(=O)c1ccc(OC)c(OC)c1	-29	0.96	-2	4
(continued)
SMILES	VLA-4 antagonist	Autofluor Jurkat	VLA-4 agonist	Prostate diff
Cc1ccccc1NC(=O)Cn1cccc1	-25	1.1	5	3
COc1cc(C(=O)Nc2ccc3c(c2)C(=O)N(CCC(=O)O)C3=O)cc(OC)c1OC	0	1	-6	11
Cc1cccc(N2CCN(S(=O)(=O)c3ccc4c(c3)CCC(=O)N4)CC2C)c1 (stereo not drawn)	u	1	u	8
Cn1c(C(=O)NCCN2CCOCC2)cc2c(=O)n(C)c3ccccc3c21	4	1	-2	10
Cn1c(C(=O)NCCN2CCc3ccccc3C2)cc2c(=O)[nH]c3ccccc3c21	u	1.3	u	9
CCn1c(=O)cc(C(=O)OC)sc1=Nc1ccc(F)c(F)c1	20	1	-6	12
CCN(C(=O)COc1cc(=O)n(C)c2ccccc12)c1cccc(Cl)c1	2	1.1	0	9
COc1cccc(C2=NOC(C(=O)Nc3cc(OC)c(OC)c(OC)c3)C2)c1 (stereo not drawn)	-5	1.1	-3	15
COc1cccc2[nH]c3c(N4CCC(C)CC4)ncnc3c12	u	1.3	u	x
Cc1cc(NC(=O)CSc2nc3ccsc3c(=O)n2CCCCC(=O)O)no1	-19	1	4	13
Cc1nc2ncnn2c(C)c1CCC(=O)NCc1ccc2c(c1)OCO2	-19	1.1	3	6
COc1ccccc1NC(=O)NCc1ccc2c(c1)OCO2	6	1	-1	10
CC1CCC(NC(=O)c2cc3c(=O)n(C)c4ccccc4c3n2C)CC1 (stereo not drawn)	-11	1.1	10	12
COCCCNC(=O)CC(NS(=O)(=O)c1ccc(C)cc1)c1ccco1 (stereo not drawn)	-5	0.95	-3	2
O=C(c1ccccc1)c1ccc(N2CCOCC2)c(NC(=O)c2ccco2)c1	-10	1.1	6	9

Three compounds drawn at random from the list so far, as already listed:
SMILES	VLA-4 antagonist	Autofluor Jurkat	VLA-4 agonist	Prostate diff
COc1cc(C(=O)Nc2ccc3c(c2)C(=O)N(CCC(=O)O)C3=O)cc(OC)c1OC	0	1	-6	11
COc1cccc2[nH]c3c(N4CCC(C)CC4)ncnc3c12	u	1.3	u	x
Cc1nc2ncnn2c(C)c1CCC(=O)NCc1ccc2c(c1)OCO2	-19	1.1	3	6

Following part:
SMILES	VLA-4 antagonist	Autofluor Jurkat	VLA-4 agonist	Prostate diff
Cc1ccccc1CNc1nc(N)n(-c2ccccc2)n1	17	0.85	8	5
CCOC(=O)N1CCN(C(=O)c2cc3cc(Br)ccc3oc2=O)CC1	-20	1.1	7	4
COC(=O)Cc1[nH]nc2c1C(C1C=CCCC1)C(C#N)=C(N)O2 (stereo not drawn)	-12	1.1	-4	8
CCN1CCN(CCCNC(=O)c2csc3c2CCCCC3)CC1	5	1.1	0	2
Cc1cccc(CCNC(=O)C2CCCN(S(=O)(=O)c3cccc4nsnc34)C2)c1 (stereo not drawn)	u	1.2	u	13
Cc1n[nH]c(C)c1S(=O)(=O)N1CCCCCC1	-3	0.98	-2	6
O=C(O)C1CC(=O)N(c2ccc(OCc3ccccc3Cl)cc2)C1 (stereo not drawn)	6	0.98	-2	3
Cc1cccn2c(=O)c3cc(C(=O)NCc4ccco4)c(=N)n(CCOCCO)c3nc12	-6	1	3	22
Cc1ccc2c(c1)NC(=O)C(N1CCOCC1)(C(F)(F)F)O2 (stereo not drawn)	-31	1.1	-6	19
COc1ccc(OC)c(C2=NOC(C(=O)NCc3ccccn3)C2)c1 (stereo not drawn)	14	1	-6	4
CC12CN3CC(C)(CN(C1)C3c1ccc(Cl)cc1Cl)C2=O (stereo not drawn)	-4	1	1	7
COc1ccc(-n2c(COc3cccc(C)c3)nnc2SCC(=O)NCc2ccco2)cc1	-5	1.1	0	20
CCn1c(SCC(=O)Nc2ccccc2N2CCCCC2)nc2c1c(=O)n(C)c(=O)n2C	8	1.1	-5	7
COC(=O)C1=C(C)N(c2ccc(C(=O)OC)cc2)C(=O)C1	-4	1.1	-2	18
c1ccc2c(c1)CCN(CCCNc1nc3ccccc3n3cnnc13)C2	u	0.9	u	4
Cc1cccc(NCN2C(=O)c3ccncc3C2=O)n1	-1	0.95	2	7
CCN(C(=O)COc1cc(=O)n(CC)c2ccccc12)c1cccc(Cl)c1	35	1.2	-12	8
CCOC(=O)N1CCC(NC(=O)Cn2ncc3c4ccccc4n(C)c3c2=O)CC1	9	1	-2	9
CCN(CC)CCCNC1CCS(=O)(=O)C1 (stereo not drawn)	-10	1	4	7
CCOC(=O)CC1=C(C#N)C(c2cccnc2)C(C(=O)OCC)=C(N)O1 (stereo not drawn)	6	1.1	2	8
CCc1c(C(=O)Nc2cc(C)ccc2OC)[nH]c(C)c1C(C)=O	-8	1.1	-3	4
COc1cc(NC(=O)c2cc3c(C)nc4ccccc4c3o2)cc(OC)c1OC	6	1.1	-1	1
CCOc1ccc(N2C(=O)c3cccnc3C2Nc2ccc(F)cc2)cc1 (stereo not drawn)	10	1	1	7
COC(=O)c1c(NC(=O)CCc2ccc(C)o2)sc(C)c1C	-1	1	-8	6
CCCN(CCC)CCNC(=O)CS(=O)Cc1nc(-c2ccc(C)cc2)oc1C (stereo not drawn)	21	0.98	9	12
COc1ccccc1N1CCN(C(=O)c2cc(-c3cccc(Cl)c3)on2)CC1	15	1.1	2	3
CC(=O)N1CCCc2cc(S(=O)(=O)N3CCN(C4CCCCC4)CC3)ccc21	-10	1.1	8	8
CCOC(=O)N1CCN(C(=O)CN(c2cccc(C(F)(F)F)c2)S(=O)(=O)c2ccccc2)CC1	22	0.98	-1	x
CCOC(=O)c1c(C)c(C(=O)NCc2ccco2)c(C)n1Cc1ccccc1	-22	1.2	-12	5
CC(C)OC(=O)CN1CCN(S(=O)(=O)c2cc(Cl)ccc2Cl)CC1	-14	0.96	4	5
Cc1cccn2cc(-c3ccccc3)nc12	6	1	8	9

Some entries already given, limited to VLA-4 agonist:
compound	VLA-4 agonist
CCOC(=O)CC1=C(C#N)C(c2cccnc2)C(C(=O)OCC)=C(N)O1 (stereo not drawn)	2
CCc1c(C(=O)Nc2cc(C)ccc2OC)[nH]c(C)c1C(C)=O	-3
COc1cc(NC(=O)c2cc3c(C)nc4ccccc4c3o2)cc(OC)c1OC	-1
CCOc1ccc(N2C(=O)c3cccnc3C2Nc2ccc(F)cc2)cc1 (stereo not drawn)	1
COC(=O)c1c(NC(=O)CCc2ccc(C)o2)sc(C)c1C	-8

The list is partial. The share of hits here may be higher or lower than overall.
